Assay outcomes (PubChem)
LDHA block = qHTS assay for inhibitors of human lactate dehydrogenase | L-lactate dehydrogenase A chain (Homo sapiens), P00338 | purified LDHA, NADH/diaphorase-resazurin fluorescence; stronger effect = lower value | activity change, % (values are at about 110 or 230 µM) | 480,000 tested, 0.15% active | AID 1347041, 2019; in the data active = activity change below about -30%; inconclusive = mostly about -25% to -30%;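 also: plate controls were DMSO wells for no effect and wells without enzyme for full effect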
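Resorufin fluorescence (ex540/em590), read at 0 and 20 min after diaphorase/resazurin addition, reports the NADH left after a 5 min room-temperature reaction of 2 nM human LDH5 with 0.06 mM NADH and 0.2 mM pyruvate.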
PI4K2A inh = qHTS for small molecular inhibitors of PI4K2A. 420,000 tested, 0.13% active. activity change, negative = inhibition, % at 76.9 µM. AID 1346378, 2018. Phosphatidylinositol 4-kinase type 2-alpha (Homo sapiens), Q9BTU6. purified PI4K2A, ADP-Glo luminescence, 1 h; stronger effect = lower value; in the data active = activity change below about -50%; inconclusive = mostly about -30% to -49%;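 also: -100% = wells without enzyme as full effect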
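ADP-Glo luminescence measured ADP generated by PI4K2A enzyme (4 ug/mL before mixing) with 1.2 mM PI substrate (pre-mix) and 300 microM ATP (pre-mix). Tris pH7.5 buffer with MgCl2, Triton X-100; 1 h reaction at ambient temperature.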
mIDH1 inhibitor = qHTS for Inhibitors of mutant isocitrate dehydrogenase 1 (IDH1): qHTS; 390,000 tested, 0.093% active; Potency, µM (top dose mostly 76.6 µM), without a hit: top-dose activity change, negative = inhibition, actives largely listed as inhibitors; IDH1-R132H enzyme, NADPH consumption, diaphorase/resazurin fluorescence; also: potency is read from the fitted curve at half-maximal effect; % is scaled to controls: 0 for no effect and ±100 for the full control effect; nearly all actives have a fitted effect of over 65% in size
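IDH1-R132H (0.5 ug/mL dispensed) in pH 7.5 Tris buffer was preincubated 30 min with compound, then given a substrate mix of 0.016 mM NADPH and 2 mM alpha-KG for 80 min at room temperature; remaining NADPH was read by diaphorase/resazurin fluorescence.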
Vif-A3G inh = qHTS for Inhibitors of Vif-A3G Interactions: qHTS. Potency, µM (titrated, usually from 46.1 µM), inactives show at the highest dose activity, negative = active, most hits filed as inhibitors. HeLa A3G-eYFP + Vif (tagged APOBEC3G with the HIV-1 protein that degrades it), YFP fluorescence, overnight. DNA dC->dU-editing enzyme APOBEC-3G (Homo sapiens), Q9HC16. 410,000 tested, 0.076% active. AID 602310, 2012;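 also: potency is read from the fitted curve at half-maximal effect; % is scaled to controls: 0 for no effect and ±100 for the full control effect; nearly all actives have a fitted effect of over 60% in size; hits raise eYFP signal because A3G escapes Vif-driven loss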
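HeLa cells stably expressing Vif and C-terminally eYFP-tagged A3G, seeded overnight at 37 deg C, then exposed to compound by pintool overnight at 37 deg C. Rise in yellow fluorescence (Ex 488/Em 500-530, Acumen) marks blocked Vif-driven A3G degradation.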
RXFP1 ag = qHTS Assay for Agonists of the Relaxin Receptor RXFP1 | 370,000 tested, 0.3% active | HEK293T-RXFP1 cAMP TR-FRET, 30 min; response scale: percent of porcine relaxin response, buffer zero | Relaxin receptor 1 (Homo sapiens), Q9HBX9 | Potency, µM (top dose mostly 57.5 µM), without a hit: at the top dose activation, hits mostly activators; also: potency is read from the fitted curve at half-maximal effect; % is scaled to controls: 0 for no effect and ±100 for the full control effect; nearly all actives have a fitted effect of over 60% in size; many of its hits are not listed in these tables
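cAMP rise read by TR-FRET after 30 min, 37C compound exposure (up to 58 uM) in RXFP1-transfected HEK293 cells with Ro 20174 present. EC50 from Hill-equation fits, with 29 nM porcine relaxin as 100% and buffer as basal.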
GRP78 ERSR act = qHTS for Inducers of the Endoplasmic Reticulum Stress Response (ERSR) in Human Glioma: qHTS | Potency, µM, without a hit: at the top dose activation, most hits filed as activators | 420,000 tested, 0.02% active | AID 602332, 2012 | U87-MG GRP78 promoter luciferase reporter, 16 h; also: potency is read from the fitted curve at half-maximal effect; series mostly up to about 76 µM; % of control where 0% means no effect; nearly all actives have a fitted effect of over 35% in size
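ERSR induction read as luciferase luminescence (Bright-Glo, 10 min at room temperature) in stably transfected human U87-MG glioma cells exposed to compounds for 16 h, using GRP78 as sensor.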
TrxR1 substrate = qHTS Assay for Substrates of Mammalian Selenoprotein Thioredoxin Reductase 1 (TrxR1): qHTS; Thioredoxin reductase 1, cytoplasmic (Rattus norvegicus), O89049; purified TrxR1 substrate turnover, NADPH consumption readout; Potency, µM (top dose mostly 114 µM), for inactives: at the top dose activity change, negative = substrate turnover; 390,000 tested, 0.01% active; AID 588456, 2011; also: potency is read from the fitted curve at half-maximal effect; % is scaled to controls: 0 for no effect and ±100 for the full control effect; nearly all actives have a fitted effect of over 50% in size
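Rat TrxR1, dispensed at 90 nM, was prereduced with 400 uM NADPH (final) for 5 min at ~22 deg C, then incubated with compound 15 min before 400 uM selenite. A first-read NADPH fluorescence drop versus no-compound background flagged substrates.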
USP1 inh = Inhibitors of USP1/UAF1: Primary Screen. AID 743255, 2014. recombinant USP1/UAF1, Ub-Rhodamine cleavage fluorescence. Potency, µM (doses to about 57.1 µM), inactives show at the highest dose activity change, negative = inhibition, actives largely listed as inhibitors. Ubiquitin carboxyl-terminal hydrolase 1 (Homo sapiens), O94782. 390,000 tested, 0.23% active; also: potency is read from the fitted curve at half-maximal effect; % is scaled to controls: 0 for no effect and ±100 for the full control effect; nearly all actives have a fitted effect of over 60% in size; inactives centre near -12
Target sequence (O94782 whole entry, looked up): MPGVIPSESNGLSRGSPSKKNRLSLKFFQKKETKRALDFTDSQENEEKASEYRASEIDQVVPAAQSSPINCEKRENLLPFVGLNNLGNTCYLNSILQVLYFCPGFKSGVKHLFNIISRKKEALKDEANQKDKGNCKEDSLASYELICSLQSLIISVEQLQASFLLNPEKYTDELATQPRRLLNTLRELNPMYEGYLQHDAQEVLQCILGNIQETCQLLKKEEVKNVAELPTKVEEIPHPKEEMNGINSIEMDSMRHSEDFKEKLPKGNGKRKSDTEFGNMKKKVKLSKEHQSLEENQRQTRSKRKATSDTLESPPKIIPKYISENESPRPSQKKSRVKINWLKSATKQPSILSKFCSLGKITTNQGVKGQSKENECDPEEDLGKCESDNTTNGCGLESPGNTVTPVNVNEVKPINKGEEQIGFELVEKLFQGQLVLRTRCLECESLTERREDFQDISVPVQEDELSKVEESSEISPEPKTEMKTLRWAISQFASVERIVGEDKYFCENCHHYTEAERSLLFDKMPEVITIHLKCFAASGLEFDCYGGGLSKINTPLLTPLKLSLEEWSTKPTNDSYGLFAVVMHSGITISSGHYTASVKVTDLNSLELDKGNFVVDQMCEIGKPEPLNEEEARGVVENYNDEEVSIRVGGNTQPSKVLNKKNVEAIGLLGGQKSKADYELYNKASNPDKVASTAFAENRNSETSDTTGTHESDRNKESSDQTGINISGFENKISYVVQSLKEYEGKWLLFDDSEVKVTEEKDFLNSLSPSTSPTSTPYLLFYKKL
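In this screen, compounds sit with the deubiquitinase complex (1nM) for 15 min at room temperature before Ub-Rho is added at 150nM final. Fluorescence rise is then followed for 6 reads every 60 seconds.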
Vif-A3F inh = qHTS for Inhibitors of Vif-A3F Interactions: qHTS | HeLa A3F-eYFP + Vif (tagged APOBEC3F with the HIV-1 protein that degrades it), YFP fluorescence increase | Potency, µM (doses to about 46.1 µM), for inactives: at the top dose activity, negative = active | 390,000 tested, 0.2% active | AID 602313, 2012; also: potency is read from the fitted curve at half-maximal effect; % of control where 0% means no effect; nearly all actives have a fitted effect of over 65% in size
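Fluorescence increase (Ex 488/Em 500-530) after overnight compound treatment at 37 deg C flags inhibition of Vif-driven A3F-eYFP loss in stable HeLa A3F-eYFP/Vif cells seeded overnight beforehand.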
* marks the source's active call; other numbers are inactive results; ? = inconclusive; · = no result given; & = joins results of further samples; [ ] = dose if it differs, or a comment. Unless noted, calls follow the shape of the dose curve; as a rule, active = well fitted curve in the direction sought with a large enough effect; inconclusive = small, poorly fitted or top-dose-only effect, or another doubt; inactive = no such curve, though single readings can be large; an effect the other way counts as inactive or inconclusive. This is a subset; count on the stated rates, not on these rows.

cpd	compound	LDHA block	PI4K2A inh	mIDH1 inhibitor	Vif-A3G inh	RXFP1 ag	GRP78 ERSR act	TrxR1 substrate	USP1 inh	Vif-A3F inh
1	O=S(=O)(c1cccs1)N1CCN(c2ccccn2)CC1	8.3	-1.6	7.8%	2.0%	-1.4%	-2.4%	-2.0%	-13.8%	-6.3%
2	COc1cccc(C(=O)c2cc3ccc(O)cc3oc2=O)c1	10.1&-1.2	-61.7*	14.4%	-11.0%	0.2%	6.8%	0.7%	-15.1%	-13.6%
3	O=C(NCC(=O)N1CCc2ccccc2C1)c1ccc(Cl)cc1Cl	-7.5	-0.8	-6.8%	-7.3%	-0.1%	-0.6%	5.9%	1.8%	3.2%
4	Cc1ccc(O)c(C2=NOC(O)(C(F)(F)F)C2)c1 (stereo not drawn)	1.8	-1.3	-0.8%	-0.4%	0.9%	1.0%	-5.3%	-18.0%	-4.5%
5	NC(=S)N/N=C/c1ccc(-c2cc(Cl)c(Cl)cc2Cl)o1	-4.3	0.0	0.0%	-14.3%	6.3%	-3.4%	4.6%[57.1 µM]	-22.4%	-36.3%
6	COc1ccc(C2=NNC(c3cccs3)=Nc3ccc(OC)cc32)cc1	-5.1	1.4	1.0%	-8.4%	0.1%	9.7%	-6.0%	-3.7%	0.1%
7	Nc1ccn([C@@H]2O[C@H](CNCc3ccc(Oc4cc(-n5cccn5)ncn4)cc3)[C@@H](O)[C@H]2O)c(=O)n1	-16.8	-1.6	-9.8%	0.6%	·	0.3%	·	7.8%	3.0%
8	Cc1ccc(Cc2c(-c3cccc(Br)c3)nc3ccc(Cl)cn23)cc1	-3.5	-7.5	·	-6.4%	·	1.0%	·	·	·
9	Cc1cccc(-n2nc3c(c2NC(=O)c2ccco2)CS(=O)(=O)C3)c1C	-7.7	4.0	-1.8%	0.7%	3.2%	-3.3%	-3.2%[57.1 µM]	-16.9%	5.7%
10	CCOC(=O)c1cnc2c(c(C)nn2-c2ccc(C)cc2)c1Cl	-0.7	4.3	0.0%	-0.5%	2.8%	-3.2%	6.2%	-26.8%	-20.4%
11	CCn1c(CCCNC(=O)c2cccs2)nc2ccccc21	0.8	3.3	3.4%	-0.5%	3.7%	-4.3%	9.8%[57.1 µM]	-15.1%	4.1%
12	COc1cccc(-c2cnc3cccnn23)c1	-6.2	-1.0	·	-0.7%	·	-3.4%	·	·	·
13	Cc1nc(N2CCN(c3ccccn3)CC2)c2c(C)c(C(=O)N3CCN(c4cccc(Cl)c4)CC3)sc2n1	-1.5	1.2	-8.4%	-4.0%	2.8%	-4.6%	5.4%	?	9.7%
14	COc1ccc(C=C2NC(=S)NC2=O)cc1	-8.0	6.3	8.3%	1.6%	·	1.7%	-7.1%	?	-8.5%
15	O=S(=O)(Nc1ccccc1)C1CCCCC1	-4.0	3.4	5.1%	-1.0%	·	-2.5%	-5.0%[57.1 µM]	0.3%	0.5%
16	O=C1CC(NCCN2CCOCC2)C(=O)N1Cc1ccc(N2CCCC2=O)cc1 (stereo not drawn)	-1.6	15.5	-1.7%	3.6%	-0.2%	-6.1%	-1.0%	-2.4%	-4.4%
17	Cc1cc(NC(=O)Cn2nnc(-c3ccccc3N)n2)no1	-13.7	2.3	1.8%	-7.0%	2.0%	-0.9%	1.2%	-6.6%	0.5%
18	CCOC(=O)c1ccccc1NC(=O)CSc1cn(CC(=O)N2CCOCC2)c2ccccc12	-8.6	-2.4	0.0%	4.1%	-18.4%	-3.2%	-7.1%	?	2.2%
19	O=C(c1ccco1)N1CCN=C1SCc1cccnc1	-0.8	-10.3	5.7%	-0.8%	0.5%	-2.2%	4.1%	-5.9%	·
20	O=C(Nc1nccs1)c1cc([N+](=O)[O-])ccc1Cl	-0.8	-1.9	0.1%	-26.6%	1.1%	-1.2%	1.9%	-24.0%	-14.5%
21	COCCN1Cc2cccc(C(=O)NCc3ccccn3)c2C1=O	-1.2	1.5	0.1%	8.6%	2.2%	-1.8%	3.6%[57.1 µM]	-8.6%	-1.0%
22	O=[N+]([O-])c1ccc2oc(C3CCCCC3)nc2c1	5.6	-0.7	11.3%	-2.5%	-1.8%	1.1%	-5.3%[57.1 µM]	-10.8%	-16.3%
23	Cc1ccc(NC(=O)COC(=O)CCc2c[nH]c3ccccc23)cc1	-3.0	-0.9	12.8%	-5.1%	·	-3.0%	·	?	-1.2%
24	CCc1nc2ccc(C(=O)N3CCC(O)(Cc4ccccc4)CC3)cn2c1N(C)C(=O)Cc1ccccc1	-19.7	0.0	·	5.8%	·	-4.5%	·	·	·
25	COCCNC(=O)CSc1nnc(CCCN2C(=O)c3cccc4cccc(c34)C2=O)n1-c1ccccc1	4.6	8.4	3.9%	0.7%	2.9%	-7.9%	13.5%	-15.0%	0.6%
26	Cc1nn(C)cc1/C=N/NC(=O)c1ccco1	-9.2	-1.1	1.2%	-8.1%	-0.1%	-5.2%	-13.0%	-22.1%	?
27	O=C1CCCN1CCCNc1ccc2nnc(CCC(=O)N3CCN(c4ccc(F)cc4)CC3)n2n1	0.5	-1.9	0.5%	1.7%	?	-1.7%	-0.3%	-19.7%	4.7%
28	CCn1c(O)c(C2=NCCCC2)c2ccccc21	-8.6	6.1	2.2%	1.4%	0.4%	2.2%	0.8%[57.1 µM]	5.3%	0.8%
29	COc1ccc(NC(=O)c2ccc(COc3ccccc3OC)o2)cc1OC	5.0&14.8	-1.2&-6.6	1.2%&8.6%	-6.5%&-7.7%	-0.3%&2.5%	-1.5%&0.8%	-6.4%&-1.3%	-9.3%&-16.1%	-5.1%&-1.5%
30	COc1cc(-c2cc(-c3ccccc3)nc(SCC(=O)O)c2C#N)cc(OC)c1OC	-12.5	-0.6	-0.6%	3.3%	2.8%	2.9%	6.5%[57.1 µM]	-23.5%	-17.1%
31	Cc1cn2c(=O)c(S(=O)(=O)Nc3ccc(OC(F)(F)F)cc3)c(C)nc2s1	-3.8	-2.5	-19.6%	-0.1%	-2.1%	-4.7%	-21.8%	?	6.3%
32	CC(C)(C)c1ccccc1NC(=O)c1ccc2c(c1)SC1=NS(=O)(=O)CCN12	-0.7	-3.6	10.0%	2.1%	4.1%	-7.0%	-3.9%	-9.3%	2.0%
33	Cc1ccc(N2CC(C(=O)N3CCC(C(=O)NC(C)(C)C)CC3)CC2=O)cc1 (stereo not drawn)	-4.4	-4.2	2.5%	3.5%	-1.4%	-1.5%	-0.4%[57.1 µM]	4.2%	-12.8%
34	CCN(CC)C(=O)CSC1=Nc2ccccc2C2=NC(Cc3c[nH]c4ccccc34)C(=O)N12 (stereo not drawn)	4.6	1.4	4.7%	-4.8%	1.4%	-3.2%	-3.2%	-18.6%	0.9%
35	CCN1C(=O)[C@H]2[C@@H](c3ccc(-c4ccccc4)cc3)N[C@@](CC(C)C)(C(=O)OC)[C@H]2C1=O	3.1	0.5	-4.2%	-14.3%	0.8%	-4.0%	-7.8%	-16.3%	1.2%
36	NC(=O)C(OC(=O)CNC(=O)C1CCCCC1)c1ccccc1 (stereo not drawn)	0.0	·	·	-0.9%	·	-3.0%	5.3%	·	·
37	CCN(CC)c1ccc(NS(=O)(=O)c2ccc(OC)cc2)cc1	4.8	5.7	-5.1%	-2.4%	1.8%	-3.9%	-0.4%	-16.3%	-3.0%
38	COc1cc(CN(C)C(C)C(=O)Nc2ccc([N+](=O)[O-])cc2Cl)ccc1OC(F)F (stereo not drawn)	-4.0	2.8	0.6%	-12.9%	-0.1%	-1.7%	-7.8%	-8.3%	-4.3%
39	CN(C)C(=O)c1cnc(Sc2ncc(C(F)(F)F)cc2Cl)n1C	1.8	0.6	9.7%	0.7%	0.5%	0.8%	5.5%	-15.1%	-7.4%
40	COc1ncccc1C(=O)N1CCCC(C(=O)Nc2cccc(-c3ccc(F)cc3)c2)C1 (stereo not drawn)	-8.8	-1.2	-2.5%	-0.1%	·	-0.9%	·	1.5%	-6.4%
41	COC(=O)c1ccccc1C(=O)N1CCCC(C(=O)c2ccc(OC)c(OC)c2)C1 (stereo not drawn)	-0.4	-1.1	0.0%	-4.3%	-1.1%	-0.9%	3.9%	-19.7%	0.2%
42	Nc1nc(COC(=O)C2CC(=O)N(Cc3ccccc3Cl)C2)nc(Nc2ccccc2)n1 (stereo not drawn)	-9.6	-1.1	4.9%	8.0%	0.7%	2.2%	-1.2%	-2.1%	-1.1%
